Lipid storage S3 – qHTS Assay for Lipid Storage Modulators in Drosophila S3 Cells; Drosophila S3 cells, BODIPY lipid droplet fluorescence, 18-24 h; cells fed with added oleic acid; AID 2685; 0.64% of 320,000 active; lipid storage change, negative = inhibition, % at the top dose, mostly 46.1 µM; hits show Potency in µM; active = well fitted inhibition curve with a large enough effect in the signal ratio, with a control signal flat, not every such curve was filed as active; inconclusive = small, poorly fitted or top-dose-only effect, or effect the other way, or a change in a side signal; the % refers to the signal ratio
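Drosophila S3 cells loaded with oleic acid (400 uM, as added) and compounds at several concentrations; lipid droplets imaged by 488-nm laser-scanning cytometry, 500–530 nm intensity and object ratio to cell channel. Percent activity normalized to 20 uM Triacsin C.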
Lipid storage S3 cell count max – recorded beside Lipid storage S3, whose call it bears; cell number change, %; measured here: cell count max response;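 cells counted by Cell Tracker Red CMTPX staining in the red channel; peak over a dose series mostly up to 46.1 µM; percent activity relative to internal control wells on each plate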
The depositor's hits bear a star; i = inactive; ? = inconclusive; . = not tested or not shown; [ ] = dose if it differs, or a comment. % is scaled to controls: 0 for no effect and ±100 for the full control effect; potency is read from the fitted curve at half-maximal effect.

Order of values – Lipid storage S3	Lipid storage S3 cell count max
- CCN(Cc1cccs1)C(=O)CN1C(=O)NC2(CCCc3ccccc32)C1=O (stereo not given)
    ?	.
- Cc1ccc([C@@H]2[C@@H]3C(=O)N(c4ccccc4)C(=O)[C@@H]3[C@]3(C)C(=O)N(Cc4ccccn4)CC(=O)N23)o1
    ?	.
- Cc1cccc(NC(=S)NNC(=S)NC2CCCCC2)c1C
    -3%	1
- Cc1ccccc1CS(=O)(=O)CCC(=O)N1CCN(c2ccc(N3CCOCC3)nn2)CC1
    i	.
- Cc1cc(NC(=O)c2cc([N+](=O)[O-])cc([N+](=O)[O-])c2C)no1
    -9%	12
- CCOc1ccc(-n2c(SCC(=O)OC)nc3sc4c(c3c2=O)CCN(C)C4)cc1
    ?	.
- COC(=O)C1CCN(C(=O)COC(=O)c2cc([N+](=O)[O-])ccc2N2CCOCC2)CC1
    19%	2
- O=C(O)CCCNC(=O)/C(=C\c1ccccc1F)NC(=O)c1ccccc1
    ?	.
- Cc1ccnc(Sc2ccc([N+](=O)[O-])cc2[N+](=O)[O-])n1
    ?	.
- CC(C)C[C@H](NC(=O)c1nc[nH]c1C(=O)N1CCN(c2ccccc2)CC1)C(=O)OCc1ccccc1
    ?	.
- CCN(CC(=O)Nc1ccc(S(=O)(=O)N2CCCC2)cc1)CC(=O)Nc1cccc(OC)c1
    ?	.
- O=C(O)c1cc2c(N3CCC(Cc4ccccc4)CC3)ncnc2s1
    i	-24
- O=C(NC1CCCCCC1)c1ccc(CS(=O)Cc2ccccc2Cl)o1 (stereo not given)
    ?	.
- CCCCN(Cc1ccccc1)C(=O)c1cnc2n(c1=O)CCS2
    ?	.
- CCOC(=O)c1cc(-c2ccc(C)cc2)n(CCC(=O)N2CCN(c3ccccn3)CC2)c1C
    ?	.
- O=C(O)c1coc2ccccc12
    6%	0
- O=C(N/N=C/c1ccnc2ccccc12)c1ccccc1O
    ?	.
- Cc1nn(C2CCS(=O)(=O)C2)c2nc(C3CC3)cc(C(=O)Nc3ccc(C(N)=O)cc3)c12 (stereo not given)
    ?	.
- CCOC(=O)C1=C(c2ccccc2)NC(SCC(=O)NC2CCCCC2)=C(C#N)C1c1ccco1 (stereo not given)
    ?	.
- COc1ccc(CNC(=O)CN(C)S(=O)(=O)c2ccccc2)cc1
    ?	.

The closing 3 records of the section before lead into the next:
Order of values – Lipid storage S3	Lipid storage S3 cell count max
- Cc1nn(C2CCS(=O)(=O)C2)c2nc(C3CC3)cc(C(=O)Nc3ccc(C(N)=O)cc3)c12 (stereo not given)
    ?	.
- CCOC(=O)C1=C(c2ccccc2)NC(SCC(=O)NC2CCCCC2)=C(C#N)C1c1ccco1 (stereo not given)
    ?	.
- COc1ccc(CNC(=O)CN(C)S(=O)(=O)c2ccccc2)cc1
    ?	.
- O=C(c1ccccc1)c1c[nH]c(C(=O)NCc2cccnc2)c1
    i	.
- CC(C)CCn1c(N)c(S(=O)(=O)c2cccs2)c2nc3ccccc3nc21
    ?	.
- CC1=C(C(=O)Nc2ccccc2)C(c2sccc2C)n2nnnc2N1 (stereo not given)
    ?	.
- COc1ccc(Cl)cc1NC(=O)C/C(C)=N/NC(=O)Cc1ccccc1
    -10%	2
- O=C(CN(C(=O)c1ccc(Cl)cc1)C1CCCCC1)Nc1ccc(Cl)c([N+](=O)[O-])c1
    3%	0
- O=c1cc[nH]c2cc(Cl)ccc12
    ?	.
- COc1ccc(C2/C(=C(/O)c3ccccc3)C(=O)C(=O)N2c2ncccn2)cc1OC (stereo not given)
    4%	-8
- CCOC(=O)COc1cccc(C2NC(=O)c3ccccc3O2)c1 (stereo not given)
    9%	1
- COc1cc2c(cc1OC)C(c1cccs1)NCC2 (stereo not given)
    16%	-3
- CCc1ccc(OCC(=O)N2CCN(c3ccccn3)CC2)c(Br)c1
    ?	.
- Cc1cc(C)n(C(=O)c2ccc(S(=O)(=O)N3CCOCC3)cc2)n1
    ?	.
- Cc1onc(-c2ccccc2)c1C(=O)N/N=C/c1cc(Br)c(Br)o1
    ?	.
- Cc1cc(C)nc(NS(=O)(=O)c2ccc(N3C(=O)C4C5C=CC(C5)C4C3=O)cc2)n1 (stereo not given)
    -2%	0
- Cc1ccccc1C(=O)NC1CCN(Cc2nnnn2Cc2ccc(F)cc2)CC1
    ?	.
- CC1(C)CC(=O)C=C(Nc2cc(-c3ccccc3)[nH]n2)C1
    8%	-4
- O=C1CC(c2ccco2)CC(O)=C1C=NCCN1CCN(C(=S)Nc2ccccc2)CC1 (stereo not given)
    ?	.
- Cc1ccc(NC(=O)Cn2nc(C)c(S(=O)(=O)N(C)C)c2C)cc1
    ?	.
- N/C(=N\c1nc2c(c(=O)[nH]1)CCCC2)Nc1ccccc1
    20%	.
- Cc1[nH]c2ccccc2c1C(=O)/C=C/c1ccccc1Cl
    ?	.
- CC(C#N)(NC(=O)COC(=O)c1ccccc1NCCO)C1CC1 (stereo not given)
    i	22

7 compounds picked at random from those above:
Order of values – Lipid storage S3	Lipid storage S3 cell count max
- CCOC(=O)COc1cccc(C2NC(=O)c3ccccc3O2)c1 (stereo not given)
    9%	1
- Cc1[nH]c2ccccc2c1C(=O)/C=C/c1ccccc1Cl
    ?	.
- O=C1CC(c2ccco2)CC(O)=C1C=NCCN1CCN(C(=S)Nc2ccccc2)CC1 (stereo not given)
    ?	.
- CC(C#N)(NC(=O)COC(=O)c1ccccc1NCCO)C1CC1 (stereo not given)
    i	22
- Cc1onc(-c2ccccc2)c1C(=O)N/N=C/c1cc(Br)c(Br)o1
    ?	.
- CC(C)CCn1c(N)c(S(=O)(=O)c2cccs2)c2nc3ccccc3nc21
    ?	.
- N/C(=N\c1nc2c(c(=O)[nH]1)CCCC2)Nc1ccccc1
    20%	.

Carrying on:
Order of values – Lipid storage S3	Lipid storage S3 cell count max
- CCC(=O)c1ccc(OCC(=O)N2CCN(c3ncccn3)CC2)cc1
    13%	9
- COc1ccc(C(Nc2ccccn2)c2oc(CO)cc(=O)c2O)cc1 (stereo not given)
    ?	.
- NS(=O)(=O)c1ccc(CCNC(=O)/C=C/c2ccc([N+](=O)[O-])cc2)cc1
    0%	-5
- O=C(O)/C=C\C(=O)N1CCc2ccccc21
    7%	0
- CC(OC(=O)c1n[nH]c2ccccc12)C(=O)Nc1ccccc1[N+](=O)[O-] (stereo not given)
    ?	.
- O=C(Nc1ccn(-c2ccccc2)n1)c1ccc(Cl)cc1
    ?	.
- Cc1cc(C)cc(OCc2nnc(SCC(=O)Nc3ccccc3)o2)c1
    i	-17
- S=C(NCCCN1CCOCC1)Nc1ccc(Cl)cc1Cl
    ?	.
- O=C(N/N=C/c1ccc(N2CCOCC2)cc1)C1CC1
    ?	.
- CCc1cc2c(=O)c(-c3cnn(-c4ccccc4)c3)coc2c(CN2CCOCC2)c1O
    ?	.
- O=C1CCCC2=C1C(c1ccc(O)c(O)c1)c1c(ccc3ncccc13)N2 (stereo not given)
    ?	.
- Clc1ccccc1Sc1cnc2ccccc2n1
    ?	.
- O=C(COC(=O)c1ncc(Cl)c(Cl)c1Cl)Nc1cccnc1Cl
    ?	.
- O=C(CCc1nnc(CCCc2ccccc2)o1)N1CCCCCC1
    ?	.
- COc1ccc(-n2ncc3c(NCc4cccs4)ncnc32)cc1
    ?	.
- CC1=C(C(=O)NC(C)c2ccccc2)C2(CCC(C)CC2)OC1=O (stereo not given)
    -4%	11
- CCCCNC(=O)Oc1cc(CCl)on1
    ?	.
- O=C(CC1Nc2c3ccccc3nc(=S)n2C1=O)NC1CCCCC1 (stereo not given)
    5%	8
- O=C(CSC1=Nc2ccccc2C2=NC(CC(=O)N3CCN(c4ccccc4)CC3)C(=O)N12)NCC1CCCO1 (stereo not given)
    -2%	7
- O=C(NCc1ccccc1)c1nc(-c2cccs2)no1
    ?	.
- O=C(COc1ccc(/C=N/NS(=O)(=O)c2ccccc2)cc1)NCc1ccccc1
    ?	.
- COc1nc(Nc2cccc(C(F)(F)F)c2)nc(OC)n1
    21%	6
- Nc1nc(Nc2cccc3ccccc23)nc(C2CCCC2=O)n1 (stereo not given)
    14%	14
- COc1cc2c3nnc(-c4ccc(F)cc4)c-3cn(Cc3ccc(C)cc3)c2cc1OC
    ?	.
- O=C(NC1CCCC1)c1ccc2c(c1)N(Cc1ccc(F)cc1)CCS2
    i	-4
- O=C(O)c1ccc(Sc2ccccn2)c([N+](=O)[O-])c1
    ?	.
- O=C(NCc1cccs1)C1CCCN1C(=O)Nc1ccc(Cl)cc1 (stereo not given)
    ?	.
- Cc1nnc(N2C(=O)C(O)=C(C(=O)c3ccco3)C2c2cccc([N+](=O)[O-])c2)s1 (stereo not given)
    ?	.
- O=C(c1ccc2nc(N3CCOCC3)sc2c1)N1CCN(c2ccc(Cl)cc2)CC1
    ?	.
- Cc1ccc(N(C)S(=O)(=O)c2cccc(C(=O)NCC(c3cccs3)N3CCOCC3)c2)cc1 (stereo not given)
    ?	.
- O=C(COC(=O)c1ccc(S(=O)(=O)Nc2ccccc2)cc1)NCCN1C(=O)CSC1=O
    ?	.
- CC(=O)NC(C(=O)c1ccccc1)C(=O)c1ccccc1
    ?	.
- COc1cc2c(cc1NC(=O)c1cccc([N+](=O)[O-])c1)oc1ccccc12
    i	.
- CC(C)(C)N(Cc1ccccc1)C(=O)c1ccc(Cl)cc1[N+](=O)[O-]
    ?	.
- CCOC(=O)Cc1nnc(Nc2cc(C)ccc2C)c2ccccc12
    ?	.
- O=C(CSc1cccc2cccnc12)N/N=C/c1ccc(F)cc1
    6%	15
- Cc1ccc(C(=O)Nc2cccc(C(=O)NCc3ccco3)c2)cc1
    ?	.
- O=S1(=O)CCO[C@H]2Cc3ccccc3[C@H]2N1Cc1ccc(Cl)cc1
    14%	24
- Cc1ccc(C(=O)NNc2cc(=O)n(C)c(=O)n2C)cc1C
    -3%	17
- CCCn1c(SCC(=O)NCc2ccco2)nnc1-c1ccncc1
    2%	-9
- Cc1ccccc1C(O)c1ccccn1 (stereo not given)
    5%	-4
- CSc1ccccc1OCc1cc(C(=O)NCc2csc(C(C)C)n2)no1
    ?	.
- O=C(COC(=O)c1cccnc1Cl)c1ccc(F)cc1
    ?	.
- Cc1onc(-c2ccccc2)c1C(=O)Nc1cccc(S(=O)(=O)NC2=NCCC2)c1
    13%	-25
- Cc1ccc(S(=O)(=O)CC(=O)Nc2ccc(Cl)cn2)cc1
    17%	-17
- Cc1ccc(NC(=O)CN(C)C(=O)COC(=O)C2=COCCO2)cc1
    -16%[0.0737 µM]	-11
- CCOC(=O)CSc1nc(N)cc(=O)[nH]1
    ?	.
- CCOC(=O)c1[nH]c(C(=O)O)c(OC(=O)CC)c1C
    17%	-4
- O=C(COC(=O)CC1CCCC1)Nc1ccc(Cl)cn1
    -9%	2
- Cc1ccc(CCNc2ccccc2C)cn1
    9%	3
- O=C(N/N=C/c1ccc(Cl)cc1Cl)c1cccc(N2CCCC2=O)c1
    ?	.
- CCCCCCN=CC1=C(O)CC(C)(C)CC1=O
    -1%	4
- O=C(CCC(=O)NNc1nc2ccccc2c2nc(-c3ccccc3)nn12)NCCCN1CCOCC1
    -2%	.
- O=C(CNC(=O)c1ccccc1)OCc1cccc([N+](=O)[O-])c1
    0%	-2
- COc1ccc(C2=NN(CN3C(=O)C(=O)c4ccccc43)C(c3ccc(C)cc3)C2)cc1 (stereo not given)
    ?	.
- CC1(c2ccc([N+](=O)[O-])cc2)Nc2ccccc2S1 (stereo not given)
    2%	5
- CCOC(=O)c1ccccc1NC(=O)CN(c1ccc(OCC)cc1)S(C)(=O)=O
    -17%	-5
- O=C(OCc1ccc(Cl)c(Cl)c1)c1cccnc1Cl
    ?	.
- COc1ccccc1C(=O)Nc1nnc(CCc2ccccc2)s1
    -2%	-3
- Cc1nc2cc(NC(=O)N3CCCC3)ccc2n1C
    -1%	16

Other structures
Order of values – Lipid storage S3	Lipid storage S3 cell count max
- CC(C)NC(C(=O)Nc1cc(Cl)cc(Cl)c1)c1ccccc1 (stereo not given)
    i	17
- Cc1occc1-c1nc(-c2ccccn2)no1
    ?	.
- N#Cc1nc(Cc2ccccc2)oc1N1CCN(c2ccccc2)CC1
    ?	.
- CCN(CC)C1CC(=O)N(c2cccc(C)c2)C1=O (stereo not given)
    13%	3
- COc1cccc(NC(=O)CSc2nnc(-c3cc(-c4ccccn4)nc4ccccc34)o2)c1
    ?	.
- CCC(=O)Nc1nc(CC(=O)Nc2ccccc2)cs1
    ?	.
- CCCCOc1cccc(C(=O)O)c1
    i	-10
- CNC(=O)c1oc(-c2ccc(Cl)cc2)nc1C
    2.6µM*	.
- CCOC1(NC(=O)c2ccccc2)C(C)=CC(=O)C=C1C
    -4%	-14
- Clc1ccc2c(NCc3cccs3)ncnc2c1
    ?	.
- O=C1CC(c2ccccc2F)C2=C(COC2=O)N1 (stereo not given)
    22%	-6
- COc1ccc(CNC(=O)[C@H](C)NC(=O)C2CC(=O)N(c3ccc(OC)cc3)C2)cc1 (stereo not given in full)
    i	.
- Cc1ccc(-c2cc(-c3ccccc3O)nc(N/N=C/c3cccnc3)n2)cc1
    ?	.
- O=C(NCC1CCCN(Cc2ccccc2F)C1)c1cccc(C(F)(F)F)c1 (stereo not given)
    -5%	-2
- COc1ccc(-c2csc(NC(=O)c3cccc(N4C(=O)CCC4=O)c3)n2)cc1OC
    -8%	20
- Cc1ccc(-c2cc3cccc[n+]3cc2-c2ccc(C)cc2)cc1
    ?	.
- O=C(c1cc(F)ccc1F)C1CCCN(C(=O)c2ccco2)C1 (stereo not given)
    -9%	2
- CCC1CCCCN1C(=O)Cn1c(C(=O)OC)cc2ccsc21 (stereo not given)
    ?	.

Bioassay records (PubChem)

The list is partial; the hit share may differ from the screen's.
